# Salmonella PhoP GFP: inhibitors of PhoP regulon expression, primary screen, Salmonella Typhimurium, GFP reporter (AID 1863); 300,000 compounds, 0.16% hits; inhibition, % at 50 µM, or IC50 in µM where a hit was titrated; S. Typhimurium PhoP-regulated promoter GFP reporter, 4 h; higher % means a stronger effect;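 active means inhibition over 29.93%, a cutoff 3 SD above the screen mean, later confirmed by dose response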;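 further: 0% = low Mg2+ inducing control and 100% = high Mg2+ repressing control; strong numbers were not always called active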
# Rac1 GTP hydrolysis: MgcRacGAP GTPase-activating activity inhibitors, confirmation, biochemical, ADP Hunter fluorescence | Rac GTPase-activating protein 1 (Homo sapiens) | MgcRacGAP-stimulated Rac1 GTP hydrolysis, ADP Hunter fluorescence; higher % means a stronger effect; GST-tagged Rac1 F28L mutant substrate | inhibition, % at 30 µM, or IC50 in µM where a hit was titrated | 340,000 compounds, 0.6% hits;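 active means first-screen hits whose inhibition reached a set limit at any dose in the follow-up dose series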;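 further: fluorescence reports GDP produced by GAP-driven GTP hydrolysis; strong numbers were not always called active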
# GPR35 antagonists: GPR35 antagonists blocking zaprinast-driven arrestin recruitment, primary screen, imaging, U2OS, beta-arrestin-GFP, zaprinast agonist (AID 2058); G-protein coupled receptor 35 (Homo sapiens); U2OS GPR35 beta-arrestin-GFP translocation imaging, zaprinast antagonism; higher % means a stronger effect; one-dose inhibition, % at 10 µM; IC50 in µM for titrated hits; 290,000 compounds, 0.052% hits;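 active means inhibition of at least 50% with at least 30 cells and total cytoplasm GFP at most 10,000,000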
# RSV antiviral HEp-2: RSV antiviral activity via CPE protection, HEp-2 cells, primary 10 µM value included (AID 2391); HEp-2 cells, RSV-induced CPE inhibition; higher % means a stronger effect; one-dose CPE inhibition, % at 10 µM; IC50 in µM for titrated hits; 310,000 compounds, 0.13% hits; in the data active means a potency from the dose series; further: strong numbers were not always called active
# SV40 large T antigen: SV40 large T antigen inhibitors, biochemical (AID 1903); SV40 large T antigen ATPase/helicase inhibition assay; higher % means a stronger effect; one-dose inhibition, % at 20 µM; IC50 in µM for titrated hits; 310,000 compounds, 0.39% hits; in the data active means a potency from the dose series; further: strong numbers were not always called active
# HIV peptide binding: inhibitors of HIV fusion peptide binding, primary screen, biochemical, uHTS, fluorescence dequenching (AID 1986) | cell-free peptide binding, fluorescence dequenching, 30 min; higher % means a stronger effect | one-dose inhibition, % at 20 µM; IC50 in µM for titrated hits | 290,000 compounds, 0.3% hits; in the data active means inhibition mostly above about 52%, no sharp cut-off; inactive means mostly below about 76%; further: some results filed as inactive read as strong as hits
# Dengue-2 NS5 capping: Dengue-2 NS5 methyltransferase inhibitors, primary screen, biochemical, confirmation dose response (AID 588689) | 340,000 compounds, 0.3% hits | Dengue-2 NS5 methyltransferase capping enzyme assay, biochemical; higher % means a stronger effect | inhibition, % at 25 µM, or IC50 in µM where a hit was titrated; in the data active means a potency from the dose series
# GPR55 antagonists: GPR55 antagonists blocking LPI-driven arrestin recruitment, primary screen, imaging, U2OS, beta-arrestin-GFP, LPI agonist (AID 2013); inhibition, % at 10 µM, or IC50 in µM where a hit was titrated; 290,000 compounds, 0.13% hits; U2OS GPR55 beta-arrestin-GFP translocation imaging, LPI antagonism; higher % means a stronger effect; G-protein coupled receptor 55 (Homo sapiens);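 active means spots per cell inhibited over 60%, with over 100 cells counted and total cytoplasm intensity under 500,000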;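 further: U2OS cells stably carrying GPR55 and arrestin-GFP stimulated by 5 µM LPI near EC80; imaged beta-arrestin-GFP aggregate spots per cell after agonist stimulation; plate controls were LPI-stimulated DMSO wells for no effect and DMSO wells without LPI for full effect; some results filed as inactive read as strong as hits; confirmed hits need IC50 under 10 µM and bright autofluorescent wells are also inconclusive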
# UTI89 phage lysis: inhibition of K1F phage lysis, E. coli UTI89, bacterial capsule biogenesis inhibitors, alamar blue (AID 488966). E. coli UTI89 K1F phage lysis, alamar blue, 2 h; higher % means a stronger effect. inhibition, % at 100 µM; hits with a dose series show IC50 in µM. 340,000 compounds, 0.02% hits;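 active means phage lysis inhibition, versus mean bacterial control, above a set limit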;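 further: capsule biogenesis inhibitors block K1F phage lysis so surviving cells raise fluorescence; higher fluorescence means more inhibition of phage lysis; actives were called in the ten point dose series up to 300 µM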
# Dengue-2 NS5 capping pilot replicate: also measured in Dengue-2 NS5 capping; calls as there; inhibition, %; measured here: pilot screen replicate inhibition
# An asterisk follows results filed as active; i = inactive; x = not tested or not shown; [ ] = another dose, or the depositor's remark.
SMILES,Salmonella PhoP GFP,Rac1 GTP hydrolysis,GPR35 antagonists,RSV antiviral HEp-2,SV40 large T antigen,HIV peptide binding,Dengue-2 NS5 capping,GPR55 antagonists,UTI89 phage lysis,others
COC(=O)c1ccccc1NC(=O)CSc1nnc(Cc2ccc(Cl)cc2)o1,-12%,4%,11%,2.1%,0%,-0.5%,-1%,13%,-0.5%,Dengue-2 NS5 capping pilot replicate=1.5
CCOC(=O)c1cn(Cc2cccc(C)c2)nn1,-8%,5%,0%,1.8%,11%,-2.4%,5%,9%,3.5%,
Cc1cccc(-c2nsc(SCC(=O)N3CCCC3)n2)c1,6%,3%,11%,0.4%,1%,0.3%,-5%,-11%,0.0%,
O=C(Nc1ccc(S(=O)(=O)N2CCOCC2)cc1)c1ccc2c(c1)OCO2,7%,7%,11%,2.0%,7%,-0.9%,1%,8%,0.1%,
CC(CC(=O)Nc1ccc(-c2ccno2)cc1)n1cccn1 (configuration not stated),5%,10%,14%,0.8%,2%,1.1%,-14%,-6%,0.3%,
Cc1ccc(C)c(N(C(=O)c2csnn2)C(C(=O)NC2CCCC2)c2cccnc2)c1 (configuration not stated),-8%,1%,8%,0.9%,8%,-0.5%,-4%,8%,0.1%,
COc1ccc(C(=O)Nc2ccc(S(=O)(=O)Nc3nccc(C)n3)cc2)cc1OC,-2%,3%,-4%,0.9%,-1%,0.3%,0%,-5%,1.7%,
C(=N\Nc1nc2ccccc2s1)/c1ccc2c(c1)OCO2,-1%,3%,1%,2.0%,2%,-0.8%,-2%,-2%,1.2%,
Cc1ccc(/C=N/NC(=O)c2cccs2)o1,-2%,5%,5%,1.8%,16%,2.8%,-7%,3%,-0.1%,
C[C@H](NC(=O)C1CC(=O)N(c2ccc3c(c2)OCCO3)C1)C(=O)NC1CCCC1 (some centres not stated),-4%,4%,-9%,0.1%,20%,0.7%,-10%,4%,0.3%,
O=C(COc1ccccc1)NCC(=O)N1CCCCCC1,x,1%,x,0.9%,x,x,-2%,x,0.0%,
C=CCNC(=S)Nc1sc2c(c1C(N)=O)CCCC2,-6%,x,-11%,11%,28%,1.0%,x,0%,x,
CCn1cc(C(=O)NC(C)CCc2ccccc2)c(=O)c2cc(S(=O)(=O)N(C)C)ccc21 (configuration not stated),-5%,-10%,12%,1.6%,7%,-1.2%,1%,-2%,-0.2%,
COc1ccc(Cl)cc1NC(=O)Nc1ccccc1C(N)=O,1%,8%,-3%,2.9%,-7%,1.5%,-9%,1%,0.3%,
CC(NC(=O)OCc1ccccc1)C(=O)N1CC(O)CC1C(=O)O (configuration not stated),-13%,-8%,4%,x,7%,-0.7%,6%,-2%,0.6%,
COc1ccc(OC)c(S(=O)(=O)N2CCCC(C(=O)N3CCC(C(N)=O)CC3)C2)c1 (configuration not stated),-4%,10%,x,0.6%,2%,x,-2%,x,1.6%[50 µM],
Cc1cccc2[nH]c3c(N4CCC5(CC4)OCCO5)ncnc3c12,-1%,7%,20%,-0.4%,11%,-2.8%,-5%,-44%,-0.3%,Dengue-2 NS5 capping pilot replicate=0.8
COc1cc(C(=O)OCC(=O)NCCCc2ccccc2)ccc1OCC(C)C,3%,4%,-2%,-0.1%,-1%,0.2%,0%,-16%,0.1%,
Cc1ccc(NC(=O)c2ccc3c(c2)CCN3S(C)(=O)=O)cc1C,0%,9%,7%,3.4%,5%,-1.2%,-7%,12%,0.1%,
CC(C)Cn1c(SCC(=O)N2CCOCC2)nc2ccccc2c1=O,x,3%,x,0.7%,x,x,-10%,x,0.6%[50 µM],
O=S(=O)(Nc1cccc(S(=O)(=O)N2CCOCC2)c1)c1ccc2c(c1)OCCO2,-4%,6%,-10%,2.6%,2%,-0.8%,1%,-4%,-1.4%,
COc1ccc(/C=C/C(=O)N2CCN(C)CC2)cc1S(=O)(=O)N1CCCCC1,-4%,9%,-6%,-1.8%,8%,1.5%,-4%,-14%,0.9%,
CC(=O)C1=C(C)N(Cc2ccccc2)C(=O)N[C@H]1c1cccc(F)c1,7%,6%,x,-0.3%,8%,x,-9%,x,0.7%,
COc1ccc(-c2csc(N(C)C(=O)c3cccs3)n2)cc1,1%,5%,4%,2.1%,24%,3.2%,-8%,6%,0.5%,
CCOC(=O)c1cccc(NC(=O)C2CCN(S(=O)(=O)c3cccs3)CC2)c1,-1%,0%,-1%,0.9%,19%,0.3%,-2%,3%,0.7%,
O=[N+]([O-])c1ccc2c(c1)nc(CO)n2Cc1ccccc1,-9%,7%,6%,-0.7%,8%,-0.2%,-10%,-3%,0.1%,Dengue-2 NS5 capping pilot replicate=-4.0
CN(C)c1cccc2c1c(NS(=O)(=O)c1cn(C)cn1)nn2C,-11%,11%,-2%,-0.7%,35%,-1.8%,16%,9%,0.2%,
CCn1c(C(=O)O)c(CC(=O)Nc2ccccc2OC)c2ccccc21,-4%,x,1%,0.8%,24%,0.5%,5%,20%,0.1%,
O=C(C1CCCCC1)N1CCCC(c2nc(-c3ccc(F)cc3)no2)C1 (configuration not stated),-15%,-2%,0%,-0.9%,16%,-0.1%,-2%,19%,5.5%,
COc1cccc(/C=C/C(=O)N(C)CC(=O)Nc2ccc(Cl)c(C(F)(F)F)c2)c1,-5%,-1%,x,15%,18%,x,2%,x,-0.1%[50 µM],
COc1ccc(NC(=O)/C(C#N)=C/c2ncc([N+](=O)[O-])n2C)c(OC)c1,-3%,13%,-8%,1.0%,9%,-3.8%,-12%,1%,0.0%,
c1cncc(CNc2c3c(nc4nnnn24)CCCC3)c1,-2%,6%,20%,2.5%,10%,-1.2%,2%,-8%,-1.1%,
C=CCOC(=O)C1=C[C@H](c2ccc(C(F)(F)F)cc2)C[C@H](OCCCCO)O1,x,9%,x,1.9%,12%,x,-3%,x,-0.9%,
Cc1ccc(N(Cc2cc3ccc(C)cc3[nH]c2=O)S(=O)(=O)c2ccccc2)cc1,0%,9%,-7%,1.2%,17%,0.8%,-2%,11%,0.1%,
Cc1ccc(C)c(Nc2ccc3nonc3c2[N+](=O)[O-])c1,9%,7%,1%,1.9%,0%,-2.1%,-7%,-6%,1.7%[50 µM],
COc1ccc2[nH]c(C)c(CN3CCC(C)CC3)c(=O)c2c1,0%,13%,3%,7.2%,-3%,7.9%,-10%,-1%,-0.2%[50 µM],
COc1ccc(/C=N/NC(=O)c2ccc3nc[nH]c3c2)cc1OC,-1%,12%,-5%,-1.1%,3%,0.0%,3%,6%,i,
O=C(CNC(=O)c1ccccc1F)NCCOc1cccc(Cl)c1Cl,-7%,-6%,-5%,7.5%,1%,3.1%,-5%,-8%,0.4%[50 µM],
Cc1ccc(-n2nc3c(N4CCC(C(=O)NCc5ccc(C)o5)CC4)nnc(C)c3c2C)cc1,9%,-2%,8%,4.1%,17%,-0.5%,-20%,20%,-0.3%,
CCc1cccc2c(C(=O)C(F)(F)F)cn(CC(=O)NCC3CCCO3)c12 (configuration not stated),-10%,8%,8%,1.1%,-1%,-0.5%,-2%,-5%,1.1%,

# Ordered by formula weight (highest first): three of the compounds above
SMILES,Salmonella PhoP GFP,Rac1 GTP hydrolysis,GPR35 antagonists,RSV antiviral HEp-2,SV40 large T antigen,HIV peptide binding,Dengue-2 NS5 capping,GPR55 antagonists,UTI89 phage lysis,others
Cc1ccc(N(Cc2cc3ccc(C)cc3[nH]c2=O)S(=O)(=O)c2ccccc2)cc1,0%,9%,-7%,1.2%,17%,0.8%,-2%,11%,0.1%,
CCc1cccc2c(C(=O)C(F)(F)F)cn(CC(=O)NCC3CCCO3)c12 (configuration not stated),-10%,8%,8%,1.1%,-1%,-0.5%,-2%,-5%,1.1%,
c1cncc(CNc2c3c(nc4nnnn24)CCCC3)c1,-2%,6%,20%,2.5%,10%,-1.2%,2%,-8%,-1.1%,

# (cont.)
SMILES,Salmonella PhoP GFP,Rac1 GTP hydrolysis,GPR35 antagonists,RSV antiviral HEp-2,SV40 large T antigen,HIV peptide binding,Dengue-2 NS5 capping,GPR55 antagonists,UTI89 phage lysis,others
COc1ccc(N2C(=O)CCC(C(=O)NCc3ccccn3)C2c2ccc(OC)c(OC)c2)cc1 (configuration not stated),-13%,9%,-2%,1.7%,5%,-1.2%,1%,-3%,0.4%,
CC1Cc2ccccc2N1C(=S)NC1CCCC1 (configuration not stated),-3%,7%,8%,1.0%,5%,-0.4%,-3%,1%,0.1%[50 µM],
COc1cc(C(=O)N2C[C@@H]3CCC[C@H]2C3)ccc1OC1CCN(C(C)=O)CC1,-2%,3%,-7%,2.3%,8%,2.6%,-2%,-6%,-0.3%,
CN(Cc1ccccc1)C(=O)COc1cc(=O)n(C)c2ccccc12,11%,6%,-3%,-0.5%,2%,0.9%,2%,-7%,0.3%,
CSc1cc(-c2ccncc2)nc(-c2ccc(Cl)cc2)c1,2%,12%,0%,8.0%,4%,0.4%,-6%,6%,0.2%,
CCOC(=O)Nc1sc2nc(C)cc(C)c2c1-n1cccc1,2%,9%,34%,8.8%,3%,1.1%,-7%,4%,0.2%,
O=C(CN1C(=O)COc2ccccc21)N1CCc2ccccc21,1%,3%,-4%,1.6%,-2%,1.4%,-20%,10%,-0.7%,
O=C(CSc1ncn[nH]1)Nc1ccc(Br)cc1F,14%,10%,-4%,-1.2%,5%,-0.4%,3%,-8%,0.2%,
Cc1cccc(N2CCN(C(=O)CCCn3c(=O)[nH]c4ccsc4c3=O)CC2C)c1 (configuration not stated),-3%,-2%,0%,2.4%,8%,2.7%,-6%,-7%,-0.1%,
CCC(C)NS(=O)(=O)c1ccc(OCC(=O)NCc2ccccn2)cc1 (configuration not stated),6%,1%,5%,3.6%,-12%,0.1%,x,1%,0.6%,
Cc1nnc2n1NC(c1ccc(Cl)cc1)C(C(=O)N(C)C1CCCCC1)S2 (configuration not stated),-10%,7%,3%,3.1%,5%,2.0%,-8%,5%,-0.2%,
Cc1cc(C(=O)OCC(=O)N2C(C)CCCC2C)c(C)o1 (configuration not stated),-3%,8%,x,-0.2%,1%,x,-3%,x,0.5%,
S=C1NCCOCCNC(=S)NCCOCCOCCN1,-5%,9%,20%,1.2%,27%,4.8%,5%,-5%,0.0%,
COc1cc(C(=O)NCC(=O)N/N=C/c2cccc(OC(=O)c3ccco3)c2)cc(OC)c1OC,0%,4%,-11%,-0.7%,5%,-1.1%,-10%,10%,0.0%,
COC(=O)c1cccnc1NC(=S)NNC(=O)c1ccccc1,-3%,-2%,5%,0.3%,9%,4.8%,-10%,15%,0.3%,
COc1cccc(COCC(O)Cn2cnc3cc(C)c(C)cc32)c1 (configuration not stated),1%,27%,1%,3.1%,8%,3.7%,-10%,3%,0.3%,
CCOC(=O)CSc1nnc(NC(=O)c2cccc(S(=O)(=O)N3CCCC3)c2)s1,-9%,4%,-9%,-1.6%,6%,3.3%,4%,10%,0.3%,

# High-throughput results (PubChem)
